MBD2 inh: blocks human MBD2 binding to methylated DNA | TR-FRET, MBD2 binding to methylated oligonucleotide | Q9UBB5 | 370,000 compounds, 0.31% hits | inhibition, % at 4.4 µM; in the data active means inhibition above about 13%
PRMT1 FP inh: blocks human protein arginine methyltransferase 1; recombinant PRMT1, activity-based probe fluorescence polarization; inhibition, % at 2.79 µM; 370,000 compounds, 1.3% hits; AID 652257;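 active means inhibition above about 21% made by adding two undisclosed values, limit read from the data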
LEDGF integ inh: blocks HIV-1 LEDGF/p75-dependent DNA integration; TR-FRET IN-LEDGF/p75 DNA integration, Eu/Cy5; inhibition, % at 3.7 µM; 370,000 compounds, 0.64% hits;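 active means inhibition above the screen-wide mean plus 3 SD, cut at about 13% in these data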;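 further: signal is the Cy5 over europium emission ratio at 671 and 618 nm; 0% = plate median of compound wells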
NPR2 activator: GC-B (human) receptor activation; P20594; HEK293-GC-B cells, CNP EC30, cGMP TR-FRET; 0% at EC30 CNP, 100% saturating CNP; activation, % at 10 µM; 370,000 compounds, 0.11% hits; AID 1920062;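 active means activation at 10 µM reaching about 35% in either raw or pattern-adjusted values, limit read from the data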
rCAG binder: r(CAG) repeat RNA binding | TO-PRO-1 dye displacement fluorescence | inhibition, % at 3 µM | 370,000 compounds, 1.3% hits | AID 651821;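 active means inhibition above the plate cutoff, the mean of all test compounds on that plate plus 3 SD, cut at about 35% in these data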;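 further: 0% = DMSO alone and 100% = 100 µM mitoxantrone as full dye displacement; higher means more dye released from RNA so lower well fluorescence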
HTRA1 inhibitor: inhibitors of human serine peptidase HTRA1 | Q92743 | recombinant HTRA1, FP-rhodamine activity-based probe, fluorescence polarization | inhibition, % at 5.96 µM | 340,000 compounds, 0.5% hits | AID 504803; in the data active means inhibition above about 36%;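 further: 0% = enzyme with DMSO and 100% = wells lacking enzyme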
SIAE primary: human SIAE inhibition, primary screen; Q9HAT2; SIAE FP-Rh probe binding, fluorescence polarization; inhibition, % at 9.66 µM; 370,000 compounds, 0.69% hits;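 active means inhibition above a cutoff: mean of compounds within the control limits plus 3 SD of those, cut at about 17% in these data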;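 further: 0% = plate median of compound wells and 100% = probe without SIAE protein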
Target sequence (Q9HAT2 whole entry, looked up): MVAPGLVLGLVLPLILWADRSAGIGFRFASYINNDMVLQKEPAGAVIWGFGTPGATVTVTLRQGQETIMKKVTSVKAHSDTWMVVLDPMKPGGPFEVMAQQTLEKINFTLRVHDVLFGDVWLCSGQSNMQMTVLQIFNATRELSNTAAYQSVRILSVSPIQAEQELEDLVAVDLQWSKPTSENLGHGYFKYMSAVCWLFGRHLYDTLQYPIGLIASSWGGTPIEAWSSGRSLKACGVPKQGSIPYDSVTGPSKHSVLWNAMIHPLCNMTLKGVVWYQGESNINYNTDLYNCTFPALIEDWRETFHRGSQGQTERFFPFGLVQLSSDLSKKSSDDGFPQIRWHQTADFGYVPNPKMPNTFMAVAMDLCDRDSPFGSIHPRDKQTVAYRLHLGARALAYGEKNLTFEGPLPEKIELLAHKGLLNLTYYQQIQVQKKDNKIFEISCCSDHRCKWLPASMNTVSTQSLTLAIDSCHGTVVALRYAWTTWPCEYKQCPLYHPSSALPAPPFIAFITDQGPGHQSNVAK
TCR CD3 inh: inhibitors of human TCR-CD3 interaction. TAMRA-labeled TCR probe fluorescence, biochemical. inhibition, % at 9.4 µM. 360,000 compounds, 0.37% hits. AID 651800; in the data active means inhibition above about 19%;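 further: recombinant mutant TCR 2C K166C tagged with TAMRA read by polarization; 0% = receptor in buffer alone and 100% = receptor with positive control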
TDP2 inh: TDP2 (human) inhibition, absorbance primary screen | recombinant TDP2, T5PNP hydrolysis, p-nitrophenol absorbance 415 nm | 370,000 compounds, 0.34% hits | inhibition, % at 12.8 µM | O95551;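 active means inhibition above the mean of all tested compounds plus 3 SD, set per campaign, cut at about 25% in these data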;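 further: 0% = DMSO with enzyme and 100% = buffer with substrate but no TDP2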
Target sequence (O95551 whole entry, looked up): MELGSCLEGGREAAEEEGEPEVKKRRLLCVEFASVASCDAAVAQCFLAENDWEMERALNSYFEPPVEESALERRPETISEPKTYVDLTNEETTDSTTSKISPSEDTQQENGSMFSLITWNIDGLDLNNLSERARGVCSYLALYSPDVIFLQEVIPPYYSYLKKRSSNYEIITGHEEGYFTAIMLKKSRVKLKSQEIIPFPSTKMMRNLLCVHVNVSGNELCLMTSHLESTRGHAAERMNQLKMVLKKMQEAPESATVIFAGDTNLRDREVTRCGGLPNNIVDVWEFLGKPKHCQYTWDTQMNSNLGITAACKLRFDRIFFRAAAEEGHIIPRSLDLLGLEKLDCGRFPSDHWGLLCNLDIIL
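Test system: Human TDP2 enzyme | Reagent: 5 mM T5PNP | Compound dosing: 12.8 µM single point, 1% DMSO | Incubation: Enzyme reaction with compound for 2 h at 37 °C | Technique: p-Nitrophenol epi absorbance | Read-out: % inhibition relative to enzyme-containing and enzyme-free wells | Benchmarks: High control without enzyme, low control DMSO plus TDP2 | Replicates: Singlicate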
ABHD4 inh: inhibits mouse alpha/beta hydrolase domain 4 | purified mABHD4, FP-Rh probe fluorescence polarization | inhibition, % at 8.92 µM | 370,000 compounds, 0.54% hits;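 active means inhibition exceeding the mean over every tested compound plus 3 SD, cut at about 30% in these data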;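 further: 0% = plate median of compound wells and 100% = S159A mutant with DMSO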
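Test system: mABHD4 protein | Buffer or medium: HEPES pH 7.0 buffer, 150 mM NaCl, 0.01% Pluronic F-127 | Probe or stimulus: FP-Rh fluorescent activity-based probe, added after compound pre-incubation | Timing: Pre-incubation 45 min, probe exposure 60 min, at 25 °C | Technique: Fluorescence polarization, excitation 525 nm, emission 598 nm, BODIPY TMR filters | Repeats: Single well per compound (singlicate)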
Active calls of the source: *; . = not tested or not shown.

compound	MBD2 inh	PRMT1 FP inh	LEDGF integ inh	NPR2 activator	rCAG binder	HTRA1 inhibitor	SIAE primary	TCR CD3 inh	TDP2 inh	ABHD4 inh
CCNC(=O)C1(C)CCN(C(=O)c2cc(F)ccc2C)C1 (centres undefined)	-1	-2	2	3	1	.	0	-4	-10	-3
COc1ccc(CCNC(=O)CC2SC(=NCCC(C)C)NC2=O)cc1OC (centres undefined)	-3	12	1	4	-5	-3	2	10	-13	2
Cc1cc(C)n(-c2c(F)c(F)c(COC(=O)c3ccccc3)c(F)c2F)n1	-1	0	2	-1	-8	-8	-1	2	-8	5
Cc1ccc(-c2c[n+](=O)c3c(n2[O-])CCC3)cc1	1	-6	1	5	0	1	-1	-1	12	-4
CN(C(=O)c1cccc(NC(=O)Cc2ccc(NC(=O)C3CCN(S(=O)(=O)c4cccc([N+](=O)[O-])c4)CC3)cc2)c1)C1CC1	2	3	-4	4	11	-4	-8	-1	2	-8
C[C@H]1CN=C(N(C)C)N1CCC1CCCCC1	-1	-2	-1	0	2	-1	7	3	0	-4
CCCn1c(N)c(N(CCOC)C(=O)c2cccc(S(=O)(=O)N3CCCc4ccccc43)c2)c(=O)[nH]c1=O	3	4	-1	-1	1	0	1	-5	8	-4
O=C(Cn1c(=O)n(Cc2ccco2)c(=O)c2cc(Cl)ccc21)NCC1CCCO1 (centres undefined)	-1	0	3	1	1	2	3	-1	1	5
Cc1ccc(C(=O)CCC(=O)OCC(=O)N2CCN(S(=O)(=O)c3ccc(C)cc3C)CC2)cc1	-6	-4	4	-2	-2	-6	-2	5	-11	-7
CCN(CC)C(=O)CNC(=O)Cc1ccc(Cl)cc1	3	1	1	7	-1	4	1	-1	6	2
COCCCNC(=O)CCn1c(=O)c2ccccc2n(CC(=O)Nc2c(C)cccc2C)c1=O	-1	2	0	1	-3	-2	5	-7	-14	3
CC1CCN(C(=S)SCc2nc(N)nc(Nc3ccccc3)n2)CC1	2	2	-5	3	2	-73	-12	-1	-4	-10
CCCc1nc2ccc(NC(C)=O)cc2c(=O)n1Cc1ccccc1Cl	7	3	-8	6	-4	-1	3	1	2	8
CC(C)Cc1cc(CN2CCC(CO)(Cc3ccccc3)CC2)[nH]n1	3	-6	4	4	-9	-6	6	3	-6	2
COC(=O)C1=C(C)N(Cc2ccccc2)C(=S)NC1c1ccc(Cl)cc1 (centres undefined)	7	1	-3	-9	6	.	-11	1	-7	-7
COC(=O)c1c(-c2ccccc2)nn(-c2ccccc2)c1C(=O)OC	2	-6	3	-8	-6	-2	-9	0	13	-1
CC1(C2CC2)NC(=O)N(CC(=O)Nc2ccccc2C#N)C1=O (centres undefined)	0	2	3	-2	1	1	0	5	8	4
COc1cc(/C=C2\SC(=S)N(N3CCOCC3)C2=O)ccc1O	1	-1	-2	-1	-1	-9	-20	-21	2	-20
COc1cc(CNc2ncc(-c3ccc(Br)cc3)n2C)cc(OC)c1O	-9	2	9	-7	3	1	5	3	12	11
CCS(=O)(=O)N1CCN(C(=O)c2cc(OC)cc(OC)c2)CC1	-2	1	1	1	-3	1	-3	6	1	5
CCO[C@@H]1OC(C(=O)NC2CC2)=C[C@H](c2c[nH]c3ccccc23)[C@H]1CCCO	2	-2	-2	-6	-5	-4	3	11	10	1
CON(c1nc(N(C)C)nc(N(C)C)n1)S(=O)(=O)c1ccccc1Cl	-2	-2	-1	-3	-3	2	0	5	-6	12
COC(=O)[C@]12C[C@H](CC(=O)NCc3cccs3)C(=O)N(CCc3ccc(OC)c(OC)c3)C1=C[C@H](COCc1ccccc1)O[C@@H]2C	0	-4	4	4	2	.	-5	.	-7	3
Cc1nc2cc(S(=O)(=O)C(F)(F)F)ccc2s1	-6	-2	-6	0	0	-2	3	3	-11	0
O=C(Nc1ccnn1C1CCN(Cc2ccccc2)CC1)C1CCOC1 (centres undefined)	3	-2	-4	0	-2	4	5	5	0	-3
CCN(CC)C(=O)C1=C(C)Nc2nc3ccccc3n2C1c1cccc(OC)c1 (centres undefined)	-5	0	-5	-10	-8	1	5	4	-6	2
COc1ccc(C(=O)NNC(=O)CSc2nnc(C)n2C)cc1	-3	-2	6	-1	1	4	6	1	-4	-7
Nc1cccc(-c2ccc(CO)o2)c1	-1	15	2	0	0	8	3	9	5	7
CCCCOc1ccc(Nc2nc(C)cc(C)c2C#N)cc1	2	-1	1	-8	-2	-2	1	4	6	-3
CC1CCN(c2oc(-c3ccc(F)cc3)nc2C#N)CC1	-2	-2	1	-3	-5	-16	2	2	-6	-3
S=C(NC1CCCC1)N1CCN(c2ncccn2)CC1	1	-1	-2	-8	-5	5	2	0	1	5
Cc1ccc(OCC(=O)Nc2ccc(S(=O)(=O)N3CCN(C)CC3)cc2)cc1	3	0	-1	7	-2	-4	18*	6	5	-1
CC[C@]12c3[nH]c4ccc(Cl)cc4c3CCN1C(=O)[C@@H](CC(=O)NCCCN(C)C)C[C@@H]2C(=O)N1CCN(C(=O)c2ccco2)CC1	-3	-3	-1	-1	7	2	-2	-2	-8	4
Cn1cc(-c2ccccc2C(N)=O)c(=O)c2cc(Cl)ccc21	3	4	-2	-6	-1	7	0	3	1	3
O=c1cc(N2CCc3ccccc32)[nH]c(=O)n1Cc1ccc(F)cc1	-1	3	3	-7	11	-5	2	-3	11	4
Cc1cccc(S(=O)(=O)N(CC(=O)Nc2ccccc2C)Cc2ccco2)c1	0	0	0	1	-2	-10	0	3	5	-4
O=C(CN1CCN(C(=O)C2CCCO2)CC1)Nc1ccc(Cl)cc1 (centres undefined)	4	0	1	0	-3	1	-1	0	-3	-1
Cc1nc(CN2CCN(C(=O)CCc3nnc(Cc4c[nH]c5ccccc45)o3)CC2)cs1	-2	-3	1	1	-5	-1	4	-1	-5	2
O=C(O)CNC(=O)/C(=C/c1ccco1)NC(=O)/C=C/c1ccccc1	0	2	-2	-8	-1	0	1	11	8	3
C=CCc1cccc(/C=N/NC(=O)CCC(=O)Nc2ccc(C)cc2)c1O	1	2	-1	-1	1	0	-5	-4	-2	4
Cc1ccsc1/C=N\NC(=O)c1n[nH]c2c1CCC2	-3	-4	-1	-9	1	-1	-1	1	-11	0
C=CCN1C2=NCCCN2c2ccccc21	2	-3	0	2	-1	0	-4	0	0	0
CC(=O)C1=C(C)NC(=O)CC1c1ccc(Br)cc1 (centres undefined)	-4	-5	-1	-3	-4	0	-3	5	7	2
O=C(CSc1nnc(CN2CCCC2)n1-c1ccc(F)cc1)c1ccc2c(c1)OCO2	-1	-4	5	-3	-6	-8	3	-4	-11	7
CC1CCN(S(=O)(=O)CCNC(=O)c2ccc(F)cc2)CC1	1	0	6	-1	-3	-7	-3	-1	-13	-2
COc1ccc(NC(=O)CN2C(=O)NC(C)(c3ccccc3)C2=O)cn1 (centres undefined)	-2	-2	1	4	-1	-2	-2	-3	1	2
COc1cc(/C=N/NC(=O)COc2ccccc2C)ccc1OC(=O)c1cccs1	-6	0	0	-5	2	5	-4	1	8	4
Cc1cccc(NC(=O)c2cc(Cl)nc3ccccc23)c1	5	1	2	-7	0	-13	-5	-2	1	-5
Cc1cc2n(n1)C(c1ccc3c(c1)OCO3)Nc1ccccc1-2 (centres undefined)	0	1	0	0	6	-25	-9	5	3	-9
S=c1nc2[nH]c3ccccc3c2n[nH]1	1	7	-2	2	2	3	5	5	-1	-2
CN(c1ccc(Cl)cc1)c1cc(=O)n(C)c2ccccc12	-3	0	-2	-14	2	-21	1	5	-9	-10
CCn1cc(C(=O)N[C@@H](CCSC)C(=O)NCCN2CCOCC2)c(=O)c2cc3c(cc21)OCO3	2	0	0	-1	-1	1	-4	4	-1	3
CC(C)CNC(=O)C1(C)CCCN1C(=O)c1cccnc1Oc1ccccc1 (centres undefined)	2	2	4	0	-1	.	1	-1	5	4
O=C(N/N=C1\CCS(=O)(=O)c2ccc(F)cc21)c1ccc([N+](=O)[O-])cc1	2	1	-1	-7	5	1	2	-3	5	7
CCCc1cc(=O)oc2cc(OCC(=O)NC(Cc3c[nH]c4ccc(O)cc34)C(=O)O)c(Cl)cc12 (centres undefined)	0	7	3	-7	19	3	11	-3	2	12
COc1ccc(NC(=O)CN(C)C(=O)Cn2c(=O)oc3ccccc32)cc1	0	-4	-2	-1	1	-2	-1	7	14	-4
O=C(COCc1ccccc1)N1CC[C@H]2[C@H](CCCN2Cc2ccccc2)C1	2	-2	3	0	2	.	10	.	-1	-6
CC(C)NS(=O)(=O)c1ccc(OCC(=O)Nc2cccc(F)c2)cc1	1	-5	6	-9	-2	-8	-5	-3	-27	-6
CC1(C)Oc2cc3oc(=O)ccc3c3c2C2C1CCC(C)(O3)C2O (centres undefined)	4	0	-3	-1	-1	.	2	8	7	-1

These rows are one share of the data, so the mix of outcomes need not match the whole.
